Bioassay records from PubChem BioAssay.
LYPLA1 inh: LYPLA1 inhibitors, primary screen, counter-screen for PME1 inhibitor project, biochemical, fluorescence polarization, FP-Rh probe ABPP; Acyl-protein thioesterase 1 (Homo sapiens), O75608; recombinant LYPLA1; inhibition, % at 5.9 µM; hit rate 0.16% among 320,000;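 active = inhibition above the mean of all tested compounds plus 3 SD, set per campaign, cut at about 14% in these data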;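 note: inhibitors block serine hydrolase probe labeling of LYPLA1 so polarization falls; 0% = enzyme with DMSO and 100% = wells lacking LYPLA1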
Target sequence (O75608 whole entry, looked up): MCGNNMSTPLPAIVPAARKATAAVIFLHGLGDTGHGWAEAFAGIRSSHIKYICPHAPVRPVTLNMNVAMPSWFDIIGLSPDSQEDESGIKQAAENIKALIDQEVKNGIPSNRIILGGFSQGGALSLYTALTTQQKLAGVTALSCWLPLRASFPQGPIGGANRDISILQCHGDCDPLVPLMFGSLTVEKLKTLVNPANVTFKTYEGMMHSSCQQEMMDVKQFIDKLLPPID
PAFAH1B2 inh: PAFAH1B2 enzyme inhibitors, primary screen, biochemical, fluorescence polarization, human; AID 492953, 2010; inhibition, % at 3.39 µM; hit rate 1.2% among 340,000; recombinant PAFAH1B2, FP-rhodamine activity probe;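 active = inhibition above the mean of all tested compounds plus 3 SD, cut at about 24% in these data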;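 note: 0% = enzyme with DMSO and 100% = wells lacking PAFAH1B2; many of its hits are not listed in these tables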
PAFAH1B3 FP inh: PAFAH1B3 enzyme inhibitors, primary screen, biochemical, fluorescence polarization, human | Platelet-activating factor acetylhydrolase IB subunit alpha1 (Homo sapiens), Q15102 | recombinant PAFAH1B3, FP-rhodamine probe | inhibition, % at 3.39 µM | hit rate 0.28% among 340,000 | AID 492972, 2010;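 active = inhibition above the screen-wide average of all tested compounds plus 3 SD, cut at about 25% in these data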;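 note: 0% = enzyme with DMSO only and 100% = wells lacking PAFAH1B3 protein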
GSTO1 inh: inhibitors of recombinant GSTO1, primary screen, counter-screen for RBBP9 inhibitor project, biochemical, fluorescence polarization; Glutathione S-transferase omega-1 (Homo sapiens), P78417; activity-based probe fluorescence polarization; inhibition, % at 5.96 µM; hit rate 1.1% among 300,000;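 active = inhibition above the campaign mean inhibition plus 3 SD, cut at about 35% in these data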;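 note: 0% = GSTO1-1 with DMSO and 100% = wells lacking GSTO1-1 enzyme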
PAFAH2 FP inh: PAFAH2 enzyme inhibitors, primary screen, biochemical, fluorescence polarization, human | Platelet-activating factor acetylhydrolase 2, cytoplasmic (Homo sapiens), Q99487 | recombinant PAFAH2, FP-rhodamine activity probe | inhibition, % at 3.39 µM | hit rate 0.99% among 340,000 | AID 492956, 2010;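 active = inhibition above the mean over all tested compounds plus 3 SD, cut at about 30% in these data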;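 note: inhibitors block probe labeling of enzyme so polarization drops; 0% = enzyme with DMSO and 100% = wells lacking PAFAH2 protein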
LYPLA2 counter: LYPLA2 inhibitors, primary screen, counter-screen for PME1 inhibitor project, biochemical, fluorescence polarization, FP-Rh probe ABPP; recombinant LYPLA2; inhibition, % at 5.9 µM; hit rate 0.38% among 320,000; AID 2177, 2009;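 active = inhibition above the screen-wide mean plus 3 SD, limit set per campaign, cut at about 26% in these data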;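 note: 0% = LYPLA2 with DMSO and 100% = wells lacking LYPLA2 enzyme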
PAD4 FP inh: human PAD4 inhibitors, primary screen, biochemical, fluorescence polarization, 1536-well format. Protein-arginine deiminase type-4 (Homo sapiens), Q9UM07. recombinant PAD4, RCA probe fluorescence polarization. inhibition, % at 6.36 µM. hit rate 0.41% among 330,000;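 active = percent inhibition above a cutoff equal to the mean of all tested compounds plus 3 SD, cut at about 15% in these data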;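 note: 0% = PAD4 with RCA probe and DMSO and 100% = probe without PAD4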
PREPL inhibitor: PREPL enzyme inhibitors, primary screen, biochemical, fluorescence polarization; recombinant PREPL, fluorescence polarization activity-based probe; inhibition, % at 5.96 µM; hit rate 0.68% among 320,000; AID 2751, 2010; in the data active = inhibition above about 43%;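 note: 0% = enzyme with DMSO and 100% = wells lacking enzyme; many of its hits are not listed in these tables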
Target sequence (Q4J6C6 whole entry, looked up): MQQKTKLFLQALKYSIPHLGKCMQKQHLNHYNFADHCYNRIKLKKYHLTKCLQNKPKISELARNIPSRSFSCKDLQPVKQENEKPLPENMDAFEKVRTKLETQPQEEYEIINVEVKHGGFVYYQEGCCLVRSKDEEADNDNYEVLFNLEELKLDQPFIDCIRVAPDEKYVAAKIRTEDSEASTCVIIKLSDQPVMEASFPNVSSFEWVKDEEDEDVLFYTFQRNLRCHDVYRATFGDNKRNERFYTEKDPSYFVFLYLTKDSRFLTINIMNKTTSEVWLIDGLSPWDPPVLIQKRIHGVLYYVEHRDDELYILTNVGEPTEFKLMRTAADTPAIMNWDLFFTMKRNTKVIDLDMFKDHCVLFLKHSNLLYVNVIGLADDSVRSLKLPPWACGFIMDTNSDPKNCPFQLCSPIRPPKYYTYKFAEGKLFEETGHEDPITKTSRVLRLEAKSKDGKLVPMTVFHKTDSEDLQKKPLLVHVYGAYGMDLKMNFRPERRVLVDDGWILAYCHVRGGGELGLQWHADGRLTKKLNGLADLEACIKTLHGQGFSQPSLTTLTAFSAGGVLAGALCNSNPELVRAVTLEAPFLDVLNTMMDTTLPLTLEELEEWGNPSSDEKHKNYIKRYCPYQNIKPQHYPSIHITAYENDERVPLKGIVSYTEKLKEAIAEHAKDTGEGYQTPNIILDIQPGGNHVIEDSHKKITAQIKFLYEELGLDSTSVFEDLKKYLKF
pPAFAH FP inh: pPAFAH enzyme inhibitors, primary screen, biochemical, fluorescence polarization, human; inhibition, % at 3.39 µM; hit rate 1.5% among 330,000; recombinant pPAFAH, FP-rhodamine probe fluorescence polarization; AID 463082, 2010;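 active = inhibition above the mean inhibition across the screen plus 3 SD, cut at about 25% in these data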;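 note: inhibitors block binding of the rhodamine activity-based probe so polarization drops; 0% = enzyme with DMSO and 100% = wells lacking pPAFAH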
Starred values were filed as active, the others as inactive; . = not tested or not shown. The list is partial; the hit share may differ from the screen's.

SMILES	LYPLA1 inh	PAFAH1B2 inh	PAFAH1B3 FP inh	GSTO1 inh	PAFAH2 FP inh	LYPLA2 counter	PAD4 FP inh	PREPL inhibitor	pPAFAH FP inh
COC(=O)c1sc(NC(=O)CSc2n[nH]c(N)n2)c(C(=O)OC)c1C	-6	3	-5	2	-5	-5	1	-2	-6
Cc1cc(NC(=O)CCSc2nc(-c3ccco3)cc(C(F)(F)F)n2)no1	6	2	-1	-2	-2	2	-1	-1	2
O=Cc1cccn1Cc1ccccc1[N+](=O)[O-]	3	-1	2	-1	-2	3	-6	-8	1
COCCNC(=O)CSc1nc2cc3c(cc2c(=O)n1Cc1ccco1)OCO3	-2	1	1	-4	-3	-3	0	6	2
COc1ccc(C)cc1N(CC(=O)N/N=C/c1ccccc1C(=O)O)S(=O)(=O)c1ccccc1	-1	-1	-2	7	6	-3	-3	-1	-2
COc1ccc(CNc2n[nH]c(NCc3ccc(OC)c(OC)c3)n2)cc1OC	-2	8	1	-5	0	1	-1	6	1
COc1ccc2nc(C)c3c(c2c1)OC(C)C3 (configuration not stated)	1	2	1	-7	-5	7	-8	-4	-3
Cc1ccc2nc(-c3ccncc3)c(NC3CCCC3)n2c1	5	-1	4	4	1	4	-2	23	4
CCOC(=O)CN1C(=O)S/C(=C/c2cc(C)n(C)c2C)C1=O	5	3	3	1	6	9	4	3	2
COCCCNc1nc2ccccc2nc1NS(=O)(=O)c1ccc(F)cc1	1	8	4	-6	1	6	2	4	5
O=c1c(Cl)c(N2CCC3(CC2)OCCO3)cnn1C12CC3CC(CC(C3)C1)C2	2	.	.	0	.	5	5	0	2
CCC/C(C)=N/NC(=O)c1ccccc1O	-2	3	-2	2	1	-4	-1	10	-5
CN(C)CCCNC(=O)C[C@H]1C[C@H](C(=O)N2CCOCC2)[C@@]2(C)c3[nH]c4cc(CCC(=O)N(C)C)ccc4c3CCN2C1=O	.	-3	-1	.	-1	.	-1	.	0
CCOC(=O)c1cc2c(N)c(C(=O)c3ccc(Br)cc3)sc2[nH]c1=O	0	32*	12	-4	32*	8	3	17	10
CC(NC(=O)C12CC3CC(CC(C3)C1)C2)C(=O)NN=Cc1ccc([N+](=O)[O-])o1 (configuration not stated)	.	15	1	.	-8	.	-14	27	6
Cc1c(C(=O)O)cc(C(C)(C)C)n1CCSCCO	-1	4	6	-2	-1	-3	-4	2	1
CCOC(=O)CSc1cc(C)nc(N)n1	0	6	4	7	-4	2	3	6	5
COCCNC(=S)N/N=C(\C)CCc1ccc2c(c1)OCO2	-1	0	11	1	9	1	-6	10	2
C=CCn1c(-c2ccoc2C)n[nH]c1=S	-5	0	4	0	3	-2	2	17	-1
COc1ccc(NC2=C(NCCO)C(=O)c3ccccc3C2=O)cc1	-1	-2	14	44*	-2	12	-14	11	0
COC(=O)c1ccc(NC(=O)c2cccc(Cl)c2)o1	1	4	-1	-2	3	1	2	-14	-2
Cc1cc(C)c(-c2cc(C)nc3ncnn23)c(C)c1	-7	4	4	-6	3	-2	2	-6	2
C=CCN1C(=O)/C(=C\c2ccc(OC(=O)c3ccco3)c(OC)c2)SC1=S	-8	-11	-51	-38	-11	-5	-8	21	5
CCOC(=O)c1cnc2ccc(Cl)cc2c1Nc1ccc(S(=O)(=O)Nc2ncccn2)cc1	-2	3	9	3	3	2	6	-5	3
CN(Cc1ccccc1)C(=O)CN1C(=O)C2C3C=CC(C3)C2C1=O (configuration not stated)	2	4	1	11	0	2	1	-1	-1
Cc1c(C(=O)NCCN2CCOCC2)oc2ccc(S(=O)(=O)N3CCCCCC3)cc12	-2	4	-4	-1	7	10	-1	6	0
O=C(c1ccccc1)c1ccc(C(=O)N2CCN(c3ccccc3Cl)CC2)cc1	8	7	12	.	10	17	7	20	9
Cc1nc2ncnn2c(C)c1CCC(=O)N1CCN(c2ccccn2)CC1	-1	1	6	-2	-7	-1	6	13	-3
CCOC(=O)c1c(C)c(-c2ccccc2)n(CC(=O)NCCC(C)C)c1C	1	0	-6	5	1	-1	6	12	2
O=C(OCC(=O)N1CCCC1)c1cc(=O)c2ccccc2o1	.	6	9	.	-6	.	-5	11	-3

Among those listed so far, these contain a carbonyl joined to an NH by a bond outside any ring.
SMILES	LYPLA1 inh	PAFAH1B2 inh	PAFAH1B3 FP inh	GSTO1 inh	PAFAH2 FP inh	LYPLA2 counter	PAD4 FP inh	PREPL inhibitor	pPAFAH FP inh
COC(=O)c1sc(NC(=O)CSc2n[nH]c(N)n2)c(C(=O)OC)c1C	-6	3	-5	2	-5	-5	1	-2	-6
Cc1cc(NC(=O)CCSc2nc(-c3ccco3)cc(C(F)(F)F)n2)no1	6	2	-1	-2	-2	2	-1	-1	2
COCCNC(=O)CSc1nc2cc3c(cc2c(=O)n1Cc1ccco1)OCO3	-2	1	1	-4	-3	-3	0	6	2
COc1ccc(C)cc1N(CC(=O)N/N=C/c1ccccc1C(=O)O)S(=O)(=O)c1ccccc1	-1	-1	-2	7	6	-3	-3	-1	-2
CCC/C(C)=N/NC(=O)c1ccccc1O	-2	3	-2	2	1	-4	-1	10	-5
CN(C)CCCNC(=O)C[C@H]1C[C@H](C(=O)N2CCOCC2)[C@@]2(C)c3[nH]c4cc(CCC(=O)N(C)C)ccc4c3CCN2C1=O	.	-3	-1	.	-1	.	-1	.	0
CC(NC(=O)C12CC3CC(CC(C3)C1)C2)C(=O)NN=Cc1ccc([N+](=O)[O-])o1 (configuration not stated)	.	15	1	.	-8	.	-14	27	6
COC(=O)c1ccc(NC(=O)c2cccc(Cl)c2)o1	1	4	-1	-2	3	1	2	-14	-2
Cc1c(C(=O)NCCN2CCOCC2)oc2ccc(S(=O)(=O)N3CCCCCC3)cc12	-2	4	-4	-1	7	10	-1	6	0
CCOC(=O)c1c(C)c(-c2ccccc2)n(CC(=O)NCCC(C)C)c1C	1	0	-6	5	1	-1	6	12	2

Further structures
SMILES	LYPLA1 inh	PAFAH1B2 inh	PAFAH1B3 FP inh	GSTO1 inh	PAFAH2 FP inh	LYPLA2 counter	PAD4 FP inh	PREPL inhibitor	pPAFAH FP inh
O=C(Nc1ccc(CN2CCOCC2)cc1)c1ccc(-c2ccc(Cl)cc2Cl)o1	-30	-7	-12	-11	-14	-33	3	16	-2
COC(=O)c1ccc(OC)c(CSc2nnc(COc3ccc(OC)cc3)o2)c1	-5	2	2	-2	-8	0	0	-5	0
Cc1ccc2[nH]c(=O)c(CN(CC3CCCO3)S(=O)(=O)c3c(C)ccc4nsnc34)cc2c1 (configuration not stated)	3	7	-3	2	3	-3	0	4	1
COc1cc(C(=O)NCc2cc(C)nc3ccccc23)cc(OC)c1OC	0	0	2	-4	4	7	-2	4	5
CCOc1ccc(S(=O)(=O)N2CCC(C(=O)NCc3cccnc3)CC2)cc1	3	-4	6	1	-6	6	1	9	8
CC(=O)c1cccc(Nc2ccc(-c3ccccc3F)nn2)c1	-2	1	3	3	2	-1	-4	16	4
Cc1ccc(NC(=O)C(=O)Nc2ccc(C)cn2)nc1	1	3	8	3	1	0	-1	-2	0
CC(C(=O)c1ccc(-c2ccccc2)cc1)[n+]1cccc(NC(=O)c2ccccc2)c1 (configuration not stated)	0	-1	6	1	6	4	2	-24	-1
Cc1ccccc1N1CCN(CCCN2C(=O)C3CCCCN3C2=O)CC1 (configuration not stated)	0	0	13	5	-16	-2	-2	2	1
CCOC(=O)C1CCN(C(=O)CCNC(=O)c2ccccc2OC)CC1	-2	2	0	4	4	-5	-2	3	1
COC(=O)[C@]1(C)N[C@H](CN(C)C(=O)c2ccc(F)cc2)[C@@H]2C(=O)N(Cc3ccccc3)C(=O)[C@@H]21	.	4	8	.	4	.	1	-5	-3
CC/C(=N\OC(=O)c1ccc(OC(C)C)cc1)c1ccc(C)cc1	0	1	0	0	9	-7	-3	11	29*
CCOc1ccc(CNC(=O)Cn2c(=O)c3cccn3c3ccccc32)cc1	0	2	0	2	2	8	-3	0	9
NC(N)=NCCCc1cn(CC(=O)N2CCNCC2)nn1	0	9	5	-1	3	0	0	-2	0
CCOCCCNCC(=O)Nc1ccc(S(=O)(=O)NC(C)CC)cc1 (configuration not stated)	2	1	2	0	5	-5	-1	0	1
Cc1ccc(Cl)cc1N1CCN(C(=O)c2ccc3c(c2)CCN3S(C)(=O)=O)CC1	0	3	-4	13	-1	3	-3	19	6
Cc1ccc(CNC(=O)CCS(=O)(=O)c2cccc3nsnc23)cc1	-3	-3	-5	5	-2	1	2	-5	2
Cc1cc(C(F)(F)F)cc(NNC(=O)NC(=O)c2ccccc2Cl)n1	2	.	.	-3	.	3	-11	-3	4
Cc1cc(NC(=O)Cc2csc(-c3ccccc3)n2)ccc1Br	-3	-1	2	-4	1	7	-7	-30	7
COC(=O)Cc1csc(NC(=O)CSc2nnc3ccccn23)n1	-4	7	7	5	5	-5	2	-1	2
O=C(NCC1CCN(Cc2cccc(Cl)c2)CC1)Nc1ccc(Cl)cc1	-3	5	8	5	0	0	2	8	3
O=C(NCCc1nnc2ccc(NCCCN3CCOCC3)nn12)c1ccccc1	0	7	5	1	1	11	0	7	-1
N#Cc1ccc[n+](CC(=O)c2ccc(NC(=O)c3ccccc3)cc2)c1	-12	0	-2	-2	-8	-9	-6	3	-1
CC(C)c1ccc(NC(=O)C(c2ccccc2)N(C)C(=O)c2cnccn2)cc1 (configuration not stated)	1	0	5	7	6	0	-2	3	4
COc1ccc2c(C(=O)CN3CCN(c4ccccc4)CC3)c[nH]c2c1	-1	-7	-1	0	-9	1	-14	7	1
C[C@@]12C(=O)N(c3cccc(F)c3)C(=O)N1[C@H](c1ccc(F)cc1)[C@@H]1C(=O)N(C3CCCCC3)C(=O)[C@@H]12	-8	-2	2	5	-8	-7	1	13	-3
CCNC(=S)N1N=C2c3ccccc3CCC2C1c1ccc(F)cc1 (configuration not stated)	1	.	.	-1	.	1	-3	7	-1
COc1ccc(-c2cc(C(=O)NC(Cc3c[nH]c4ccccc34)C(=O)O)c(C)o2)cc1OC (configuration not stated)	-4	9	5	-1	3	-3	-14	8	-3
COc1ccc(CNCCC(c2ccc(OC(C)C)cc2)C(C)C)cc1OC (configuration not stated)	1	8	-1	-3	0	2	1	-1	5
CCOc1ccccc1NC(=O)C1CCCN1C(=O)c1cccs1 (configuration not stated)	4	1	4	.	2	4	2	20	-3
